CCHFV vOTU inh: CCHFV vOTU protease inhibition; Pep-AMC fluorescence; inhibition, % at 11.5 µM; 0.55% of 370,000 active; in the data active = inhibition above about 30%; also: 0% = vehicle wells with enzyme and 100% = no enzyme wells
PrPC TRFRET: cell surface PrPC inhibition, primary TR-FRET screen; TR-FRET read-out; inhibition, % at 13.8 µM; 0.43% of 370,000 active; in the data active = inhibition above about 24%; also: 0% = median of the test wells and 100% = reference compound wells
The depositor's hits bear a star.

SMILES	CCHFV vOTU inh	PrPC TRFRET
O=C(CSc1nnc(-c2cccnc2)n1C1CCCCC1)N1CCCC1	-4	-4
Cc1sc2nc(COC(=O)CNC(=O)c3ccc(F)cc3Cl)[nH]c(=O)c2c1C	1	7
CCOc1ccc(-n2c(SCC(=O)Nc3ccc4cn[nH]c4c3)nnc2-c2ccc(C(C)(C)C)cc2)cc1	11	3
O=C(Nc1ccc(F)cc1)C(c1cccc(F)c1)N1CCN(Cc2c(F)cccc2Cl)CC1 (configuration not stated)	18	8
COCc1[nH]nc2c1C(c1cccc(C(F)(F)F)c1)NC2=O (configuration not stated)	-7	2
COC(=O)[C@]12C[C@H](CC(=O)NCc3ccc(OC)c(OC)c3)C(=O)N(Cc3ccc(Cl)cc3Cl)C1=C[C@H](C(C)(C)C)O[C@@H]2C	18	4
CCN=C1NC(c2ccccc2C(F)(F)F)C(C(=O)OC)=C(C)N1C (configuration not stated)	13	-5
C[C@@H]1COc2cccc(N3CCCCC3)c2S(=O)(=O)N1	8	0
COC(=O)[C@]12CCCCC=C1N(CCc1ccc(OC)c(OC)c1)C(=O)[C@H](CC(=O)NCC1CCCCC1)C2	13	-2
CC(C)CNC(=O)C1C(=O)Nc2ccccc2C(=O)N1C1CCCCC1 (configuration not stated)	3	-3
O=C(NC1CCCCN(Cc2cccc(C(F)(F)F)c2)C1=O)c1ccc(F)cc1 (configuration not stated)	1	4
C=CCN1C(=O)[C@@H](CC(=O)NCC23CC4CC(CC(C4)C2)C3)[C@]2(C(=O)OCC)CCCCC/C=C/12	10	0
COC(=O)[C@]12C[C@H](CC(=O)NCCC(C)C)C(=O)N(CCC3=CCCCC3)C1=C[C@H](C(C)C)O[C@@H]2C1CC1	28	2
Cc1[nH]nc2c1C(c1ccc3c(c1)OCO3)N(Cc1ccccc1)C2=O (configuration not stated)	2	-10
Cc1ccc(NC(=S)NNC(=O)CSc2nc3sc4c(c3c(=O)n2-c2ccccc2)CCCC4)cc1	22	6
COc1ccc(CCN)cc1S(N)(=O)=O	-8	9
Cc1ccc(S(=O)(=O)NCc2ccccc2Br)cc1	11	-4
COc1ccc(CN2C(=O)COc3ccccc3C2c2nnnn2C2CCCCC2)cc1 (configuration not stated)	1	0
COC(=O)C[C@H]1C=C[C@@H](NC(=O)C2CC2)[C@@H](CO)O1	20	-2
C=CS(=O)(=O)N(C(=C)C(=O)OC)S(C)(=O)=O	0	-4

Part of the list above, in markdown.
| Structure | CCHFV vOTU inh | PrPC TRFRET |
| --- | --- | --- |
| O=C(NC1CCCCN(Cc2cccc(C(F)(F)F)c2)C1=O)c1ccc(F)cc1 (configuration not stated) | 1 | 4 |
| C=CS(=O)(=O)N(C(=C)C(=O)OC)S(C)(=O)=O | 0 | -4 |

(list continues)
SMILES	CCHFV vOTU inh	PrPC TRFRET
C[C@@H]1CN([C@@H](C)CO)C(=O)CCCn2cc(nn2)CO[C@H]1CN(C)C(=O)Cc1ccccc1	2	-2
COc1ccc(N2CCN(CCNS(=O)(=O)c3c(C(C)C)cc(C(C)C)cc3C(C)C)CC2)cc1	19	9
CCCCN1CCN(C(=O)c2ccc3c(c2)NC(=O)C(C)(C)O3)CC1	8	13
CC(C)N1C(=O)c2ccccc2NC(=O)C1C(=O)NCc1cccc(C(F)(F)F)c1 (configuration not stated)	-6	-9
O=C1N2CCc3ccccc3C2CS(=O)(=O)N1Cc1ccc(F)cc1 (configuration not stated)	-3	9
Brc1ccc(Cn2nnc(-c3ccc(N4CCOCC4)cc3)n2)cc1	-2	-4
COc1ccc2c(c1)[C@@H](NC(=O)C(F)(F)F)[C@@H]1CCCC[C@]21c1ccccc1	-1	-5
Cc1cccc(C)c1NC(=O)C1(C)CSCC(=O)N1Cc1cccc(C(F)(F)F)c1 (configuration not stated)	7	13
COc1ccc(CSc2nnc(SCC(=O)Nc3ccccc3-c3ccccc3)s2)cc1	4	11
COCC(=O)N1C[C@@H](C)[C@@H](OC)CN(C)C(=O)c2ccc(NC(=O)c3cnccn3)cc2OC[C@H]1C	19	-4
COCCN1Cc2cc(C(=O)OC)c3c(c2C1=O)c1ccccc1n3S(=O)(=O)c1ccc(OC)cc1	-2	4
COc1ccc(C(C(=O)NC2CCCC2)n2c(C3CCN(C(C)=O)CC3)nc3ccccc32)cc1 (configuration not stated)	-11	8
COC(=O)c1cccc(OCC(C)CN2CCC(C(O)(c3ccccc3)c3ccccc3)CC2)c1 (configuration not stated)	-1	-4
CCOC(=O)[C@]12CCCC=C1N(CCC1=CCCCC1)C(=O)[C@H](CC(=O)NCc1cccs1)C2	2	11
COCCCN1C(=O)[C@H](CC(=O)N2CCC(c3ccccc3)CC2)[C@]2(C(=O)OC)CCCCC=C12	3	4
C=CCn1c(Cc2cccs2)nnc1SCC(=O)Nc1ccc2c(c1)OCO2	-7	11
Cc1cccc(C)c1NC(=O)C(c1ccccc1F)n1c(=O)c(-c2cc3ccccc3[nH]2)nc2ccccc21 (configuration not stated)	-10	13
CCOC(=O)[C@]12CCCCC/C=C\1N(Cc1ccc(OC)cc1)C(=O)[C@H]2CC(=O)NCc1cccc2ccccc12	10	5
COc1ccc(CN2C(=O)CCCC2(C)c2nnnn2-c2ccc3c(c2)OCCO3)cc1 (configuration not stated)	-2	-2
CCn1c(Cc2cccs2)nnc1SCC(=O)Nc1cccc2ccccc12	-3	-5
C=CCN1C(=O)c2n[nH]c(COC)c2C1c1ccc(C)cc1 (configuration not stated)	3	-2
C=CCN1[C@@H](CC(C)C)COc2cccc(N3CCSCC3)c2S1(=O)=O	4	2
Cn1cc(-c2cccc3[nH]cc(-c4ccccc4)c23)c2ccccc21	3	-2
O=S(=O)(c1ccccc1Br)N(Cc1cn(Cc2ccccc2)nn1)C1CC1	13	0
CC[C@@]1(c2ccc(C)cc2)C(=O)N(C(=O)OC)N1C(=O)OC	-5	-4
COC(=O)[C@]12C[C@H](CC(=O)N3CCN(C(=O)C4CC4)CC3)C(=O)N(Cc3cccc4ccccc34)C1=C[C@H](COCc1ccccc1)O[C@@H]2C	15	2
COc1cccc(/C=C2\CC3(OC(=O)c4ccc(F)cc4)CCCN2C3)c1 (configuration not stated)	6	-2
COc1cc2c(c(OC)c1)[C@H](/C=C/c1ccccc1)[C@@H]([C@H](O)CO)OC2	-4	-8
COC(=O)c1ccccc1-n1cc(COC(=O)NCCc2ccccc2)nn1	-8	-5
Cc1ccc(S(=O)(=O)N2CCCC2C(=O)N2CCN(c3ccccc3)CC2)cc1 (configuration not stated)	-4	7
S=C1NC[C@H](Cc2ccccc2)N1CC1CCN(CCCC2CCCCC2)CC1	4	-8
CCCCNC(=O)C1(C(=O)c2ccc(OC)cc2)CC(c2ccccc2C(F)(F)F)=NO1 (configuration not stated)	8	5
COC(=O)Cc1nnn2c1[C@H](C)[C@H](c1ccccc1[N+](=O)[O-])OCC2	5	6
C[C@H]1C2CC(OC(=O)Nc3cccc(Cl)c3)C(C2)[C@H]2CCCCN21 (some centres not stated)	10	-3
Clc1cc(Cl)cc(CN2Cc3ccccc3-n3nncc3C2)c1	7	9
COCCCNC(=O)C[C@H]1C[C@@]2(C(=O)OC)C(=C[C@H](C(C)C)O[C@@H]2C2CC2)N(Cc2ccc(Cl)cc2Cl)C1=O	22	-5
O=S1(=O)N[C@@H](Cc2ccccc2)COc2cccc(NCCO)c21	-2	-4
COc1cccc(Cn2cc(COC(=O)NCCc3ccccc3)nn2)c1	-5	5
C#CCN1CC(N(C)CCOC(=O)c2ccc(C(C)(C)C)cc2)CS1(=O)=O (configuration not stated)	4	-10
Nc1[nH]c(C(=O)c2ccc(Br)cc2)c(-c2ccccn2)c1C(=O)NCCc1c[nH]c2ccccc12	13	-6
O=C(Cc1c[nH]c2ccccc12)Nc1ccc(Nc2cccnc2)c(-c2cc(F)cc(F)c2)c1	4	0
COc1cccc(/C=C2\CC3(OC(=O)C4CCCC4)CCCN2C3)c1 (configuration not stated)	3	-4
CC1(C(=O)NCc2ccccc2)CSCC(=O)N1CCc1c[nH]c2ccccc12 (configuration not stated)	9	1
O=C(CSc1nnc(-c2ccccc2)n1-c1ccc(Cl)cc1)Nc1ccccc1-c1ccccc1	17	15
CCn1cc(C(=O)N2CCN(Cc3ccc(C)cc3)CC2)c(=O)c2ccc(C)nc21	-3	-3
COC(=O)c1cc(=O)n(Cc2ccco2)c(=Nc2ccccc2)s1	5	8
CC(C)C[C@@H]1COc2cc(Br)ccc2S(=O)(=O)N1Cc1cn(Cc2ccc(C(F)(F)F)cc2)nn1	14	5
CC(C)N1CCCCC(NC(=O)c2cccs2)C1=O (configuration not stated)	10	-3
COC(=O)[C@]12C[C@H](CC(=O)NCc3cccc(C(F)(F)F)c3)C(=O)N(CCC3=CCCCC3)C1=C[C@H](C(C)C)O[C@@H]2C1CC1	33*	12
COC(=O)C[C@H]1C=C[C@H](NC(=O)Nc2ccccc2OC)[C@@H](CO)O1	-1	-2

Next part, overlapping the part above by 5 compounds.
SMILES	CCHFV vOTU inh	PrPC TRFRET
COC(=O)c1cc(=O)n(Cc2ccco2)c(=Nc2ccccc2)s1	5	8
CC(C)C[C@@H]1COc2cc(Br)ccc2S(=O)(=O)N1Cc1cn(Cc2ccc(C(F)(F)F)cc2)nn1	14	5
CC(C)N1CCCCC(NC(=O)c2cccs2)C1=O (configuration not stated)	10	-3
COC(=O)[C@]12C[C@H](CC(=O)NCc3cccc(C(F)(F)F)c3)C(=O)N(CCC3=CCCCC3)C1=C[C@H](C(C)C)O[C@@H]2C1CC1	33*	12
COC(=O)C[C@H]1C=C[C@H](NC(=O)Nc2ccccc2OC)[C@@H](CO)O1	-1	-2
COc1ccc(NC(=O)Nc2cc(C)nn2-c2ccccc2)cc1	-5	7
N#Cc1ccc(C(C(=O)Nc2ccc3c(c2)OCCO3)n2c(=O)c(-c3ccco3)nc3ccccc32)cc1 (configuration not stated)	11	-7
O=C(NC1CCCCN(Cc2cccc(Cl)c2)C1=O)c1c(F)cccc1F (configuration not stated)	-2	-10
Cc1sc2nc(COC(=O)CNC(=O)c3ccccc3Cl)[nH]c(=O)c2c1C	19	8
COC(=O)[C@]12C[C@H](CC(=O)NCc3ccc(C)o3)C(=O)N(Cc3ccc(Cl)cc3Cl)C1=C[C@H](C(C)(C)C)O[C@@H]2C	27	8
Cn1c(=O)oc2ccc(S(=O)(=O)Nc3ccc(Cl)cc3[N+](=O)[O-])cc21	5	1
COc1ccc(-n2c(SCC(=O)Nc3cccc4ccccc34)nnc2-c2ccco2)cc1	1	6
Cc1cc(C)cc(C(=O)OCCN(C)C2CN(Cc3cn(Cc4ccc([N+](=O)[O-])cc4)nn3)S(=O)(=O)C2)c1 (configuration not stated)	0	1
Cc1cccc(Cn2cc(COC(=O)NCCc3ccccc3)nn2)c1	-4	9
O=C(NC1CCCCN(Cc2cccc(C(F)(F)F)c2)C1=O)c1ccc(-c2ccccc2)cc1 (configuration not stated)	11	-7
CN1C(=O)c2cc(NC(=O)Nc3ccccc3)ccc2OC[C@H]2O[C@@H](CC(=O)Nc3cc(F)ccc3F)CC[C@@H]21	-4	-5
CC(=O)C1=C(C)N(Cc2ccc(F)cc2)C(=S)NC1c1ccc(Br)cc1 (configuration not stated)	2	11
CCCCCCCCN1C(=O)[C@H](CC(=O)NCc2cccc(C(F)(F)F)c2)C[C@@]2(C(=O)OCC)CCC=C12	18	-4
CCOC(=O)[C@]12CCCC=C1N(Cc1ccc(OC)cc1)C(=O)[C@@H]2CC(=O)NCc1cccs1	3	6
Nn1c(SCC(=O)Nc2ccc(S(N)(=O)=O)cc2)nnc1-c1n[nH]c2c1CCC2	3	8
O=C(CN1CCN(Cc2ccccc2)CC1)N/N=C\c1ccccc1[N+](=O)[O-]	11	-8
CN1OC[C@@H]2CN(C(=O)c3ccc(C#N)cc3)[C@H](c3cccc(Br)c3)C[C@@H]21	-7	7
OC(CCN1CCCCC1)(c1ccccc1)C1CC2C=CC1C2 (configuration not stated)	-1	-8
N#Cc1cc(F)cc(OCCCN2CCC(C(O)(c3ccccc3)c3ccccc3)CC2)c1	1	-7
COc1ccc2c(c1)[C@@]1(OCCC=C[C@H]1C)C(=O)N2CC1CC1	-10	2
CCOC1=C2CN(S(=O)(=O)c3ccc(C)cc3)C(c3cccc(Cl)c3)CC2N(S(=O)(=O)c2ccc(C)cc2)C(c2ccncc2)C1 (configuration not stated)	-7	-6
CC(=O)C[C@@H]1OC[C@H](C)N1S(=O)(=O)c1ccc(C)cc1	-11	1
Cc1cccc(NC(=O)c2cccc3c2-c2ccccc2C3=O)c1C	5	-4
COc1ccc(-n2c(SCC(=O)Nc3ccc(S(=O)(=O)Nc4nccs4)cc3)nnc2-c2cccs2)cc1	5	0
CCOC(=O)N1CCN(C(=O)C[C@H]2C(=O)N(Cc3ccc(OC)cc3)C3=CCCC[C@@]32C(=O)OCC)CC1	12	9
CC(C)CN1CN2CCc3ccccc3C2CS1(=O)=O (configuration not stated)	-9	6

Sorted by SMILES length (descending): three of the compounds above.
SMILES	CCHFV vOTU inh	PrPC TRFRET
CCOC1=C2CN(S(=O)(=O)c3ccc(C)cc3)C(c3cccc(Cl)c3)CC2N(S(=O)(=O)c2ccc(C)cc2)C(c2ccncc2)C1 (configuration not stated)	-7	-6
COc1ccc(-n2c(SCC(=O)Nc3ccc(S(=O)(=O)Nc4nccs4)cc3)nnc2-c2cccs2)cc1	5	0
CC(C)CN1CN2CCc3ccccc3C2CS1(=O)=O (configuration not stated)	-9	6

Not all compounds are listed; count on the stated rates, not on these rows.
